# HKDC1 inhibitor: HKDC1 (human) hexokinase inhibition | recombinant HKDC1, G6PDH/diaphorase resazurin coupled fluorescence | 340,000 compounds, 0.16% hits | AID 493160 | inhibition, % at 20 µM | Q2TB90;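 active means inhibition above about 35% when tested at 20 µM, limit read from the data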;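 further: plate controls were DMSO wells with enzyme for no effect and DMSO wells lacking enzyme for full effect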
#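 Material – in-house recombinant HK5 (HKDC1) enzyme · Quantity – HKDC1 at 5 µg/mL · Buffer or medium – pH 8.0 Tris buffer with 10 mM MgCl2 · Reagent – glucose with 1 mM ATP · Dosing – single 20 µM dose · Times – reaction time 90 min, room temperature, protected from light · Technique – resorufin fluorescence at 613 nm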
# SENP1 inh: SENP1 (human) catalytic domain inhibition | Q9P0U3 | recombinant SENP1 catalytic domain, CyPet-SUMO1-YPet FRET cleavage | inhibition, % at 10 µM | 360,000 compounds, 0.21% hits;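 active means inhibition at least 30% at 10 µM, raw YFP signal under a set limit, fluorescence ratio 0.5 to 1.5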;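 further: 0% = enzyme with DMSO and 100% = no enzyme wells; some results filed as inactive read as strong as hits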
# Target sequence (Q9P0U3 419-644 limits assumed): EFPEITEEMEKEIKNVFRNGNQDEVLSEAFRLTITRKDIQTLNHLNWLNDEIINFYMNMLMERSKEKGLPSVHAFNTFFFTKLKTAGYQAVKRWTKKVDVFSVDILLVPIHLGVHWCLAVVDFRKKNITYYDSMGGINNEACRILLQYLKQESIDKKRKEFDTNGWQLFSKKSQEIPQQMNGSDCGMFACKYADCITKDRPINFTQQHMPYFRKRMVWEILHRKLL
#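 Test system: hSENP1 catalytic domain, recombinant; Amount: 20 pM final SENP1 enzyme; Medium: Tris pH 8 buffer plus EDTA, NaCl, BME, BSA, NP40, catalase; Schedule: 50 min enzyme reaction, room temperature, light-protected; Technique: FRET fluorescence in CFP and YFP emission channels; Controls: no-enzyme wells low, DMSO-plus-enzyme wells high control.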
# SENP6 inh: inhibitors of human SENP6 protease | Recombinant SENP6 catalytic domain, aminoluciferin luminescence | inhibition, % at 10 µM | 330,000 compounds, 1.8% hits;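 active means inhibition above about 50% at the single tested dose, limit read from the data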;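 further: plate controls were DMSO wells with enzyme for no effect and DMSO wells lacking enzyme for full effect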
# SENP8 block-1: inhibitors of human SENP8 protease; Q96LD8; purified SENP8, Z-RLRGG-aminoluciferin cleavage, luminescence; inhibition, % at 10 µM; 330,000 compounds, 1.2% hits; AID 2540; in the data active means inhibition above about 50%
# Target sequence (Q96LD8 whole entry, looked up): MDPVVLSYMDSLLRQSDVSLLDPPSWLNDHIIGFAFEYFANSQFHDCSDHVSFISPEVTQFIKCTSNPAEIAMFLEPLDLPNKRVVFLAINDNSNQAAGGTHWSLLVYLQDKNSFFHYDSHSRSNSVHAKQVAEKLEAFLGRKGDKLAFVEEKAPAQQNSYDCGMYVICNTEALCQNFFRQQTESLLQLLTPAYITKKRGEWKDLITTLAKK
# UBC13 inh: inhibitors of human UBC13 polyubiquitin chain formation. inhibition, % at 20 µM. 330,000 compounds, 0.47% hits. P61088. TR-FRET; in the data active means inhibition above about 45%, passing the limit was not always enough
# Target sequence (P61088 whole entry, looked up): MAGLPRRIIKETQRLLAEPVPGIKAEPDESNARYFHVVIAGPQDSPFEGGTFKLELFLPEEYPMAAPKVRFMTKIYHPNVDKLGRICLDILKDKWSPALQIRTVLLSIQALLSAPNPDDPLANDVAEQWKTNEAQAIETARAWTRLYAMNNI
# PfG6PD inh: PfG6PD (Plasmodium falciparum) enzyme inhibition; inhibition, % at 20 µM; 350,000 compounds, 0.78% hits; AID 504690; PfGluPho enzyme, NADPH resazurin-diaphorase fluorescence;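 active means inhibition reaching at least a set limit at 20 µM in the primary screen, cut at about 59% in these data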;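 further: 0% = DMSO wells with substrate and 100% = DMSO wells lacking glucose-6-phosphate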
# SENP8 block-2: SENP8 (human) protease inhibition; Q96LD8; recombinant SENP8, Nedd8 substrate fluorescence; inhibition, % at 20 µM; 360,000 compounds, 0.64% hits; AID 602440; in the data active means inhibition mostly above about 40%, no sharp cut-off; inactive means mostly below about 27%
# SENP7 block: inhibitors of human SENP7 protease; Q9BQF6; recombinant SENP7, Z-RLRGG-aminoluciferin luminescence, 40 min; AID 434973; 330,000 compounds, 1.5% hits; inhibition, % at 5 µM;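 active means inhibition above about 50% at the single test dose, limit read from the data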;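 further: plate controls were DMSO with enzyme for no effect and no enzyme buffer wells for full effect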
# Target sequence (Q9BQF6 706-1050 limits assumed): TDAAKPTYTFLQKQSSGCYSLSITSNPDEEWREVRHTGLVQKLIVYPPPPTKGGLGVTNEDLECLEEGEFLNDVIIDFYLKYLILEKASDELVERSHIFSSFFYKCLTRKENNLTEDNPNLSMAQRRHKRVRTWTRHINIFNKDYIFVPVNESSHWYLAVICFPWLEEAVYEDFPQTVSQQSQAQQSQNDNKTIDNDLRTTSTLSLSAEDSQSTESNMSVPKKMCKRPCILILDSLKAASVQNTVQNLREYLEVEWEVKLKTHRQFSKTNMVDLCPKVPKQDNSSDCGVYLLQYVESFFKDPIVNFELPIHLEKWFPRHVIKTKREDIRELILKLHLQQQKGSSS
# MIN6 prolif: inducers of beta-cell replication in MIN6 cells | proliferation, % at 10 µM | MIN6 cells proliferation, ATPlite luminescence, 48 h; cells starved in 0.2% serum; 100% = growth in 10% serum | 330,000 compounds, 0.29% hits;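 active means compounds whose signal lies at least 3.5 SD above the mean of all wells on their plate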;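 further: 0% = DMSO-treated cells in low-serum medium and 100% = 10% serum control; some compounds called inactive have numbers as strong as hits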
# * marks the source's active call; other numbers are inactive results; / = not tested or not shown.
SMILES,HKDC1 inhibitor,SENP1 inh,SENP6 inh,SENP8 block-1,UBC13 inh,PfG6PD inh,SENP8 block-2,SENP7 block,MIN6 prolif
O=C(CSc1nnc(NC(=O)C2CC2)s1)Nc1ccc2c(c1)OCCO2,-1,-1,0,-2,-6,-11,9,-6,-4
CC(=O)O[C@H]1C(=O)[C@@]2(C)[C@H]([C@H](OC(=O)c3ccccc3)[C@]3(O)C[C@H](OC(=O)[C@H](O)C(NC(=O)c4ccccc4)c4ccccc4)C(C)=C1C3(C)C)[C@]1(OC(C)=O)CO[C@@H]1C[C@@H]2O (stereo partly drawn),0,2,15,-4,-10,7,-1,-4,-3
Cc1ccc(C(c2nnnn2Cc2cccs2)N2CCN(Cc3ccc4c(c3)OCO4)CC2)cc1 (stereo not drawn),3,-1,-9,-5,12,23,10,-3,-2
CCCc1nnc(SCC(=O)N2CCOCC2)n1CCCOC,-2,1,-22,-4,6,-18,6,3,0
COc1ccc(NC(=O)/C=C/c2ccccc2)cn1,-8,-6,-8,-6,8,23,3,-7,-1
O=C(Nc1nnc(C2CCCCC2)s1)C1CC(=O)N(c2ccccc2)C1 (stereo not drawn),6,1,0,1,3,-13,16,13,-5
COc1cccc2[nH]c3c(N4CCC(C(N)=O)CC4)ncnc3c12,-9,-11,-16,-5,8,-1,-270,-2,-2
COc1ccc(OC2C(=O)N(CCc3ccc(OC)c(OC)c3)C2c2ccc3c(c2)OCO3)cc1 (stereo not drawn),-6,-1,-9,0,1,12,27,-4,5
CC(=NNc1nc2ccccc2s1)c1ccncn1,-5,4,/,/,/,4,0,/,/
NC(=O)C1CCN(C(=O)c2ccccc2CCc2ccccc2)CC1,1,-2,14,-2,-3,-22,18,7,0
O=C(/C=C/c1cccnc1)c1ccc(NC(=O)c2cccc(Br)c2)cc1,16,1,-2,-5,-5,14,6,-8,-3
CCOC(CNC(=O)C1CCN(S(=O)(=O)c2ccc3nc4c(c(C(=O)O)c3c2)CCCCC4)CC1)OCC,-5,0,-3,7,-10,-6,15,9,0
Cc1ccc2cc(C#N)c(SCC(=O)N3CCCC3)nc2c1,0,-1,6,0,24,-14,-17,-2,1
Cc1ccc(C(=O)N/C(=C\c2ccco2)C(=O)N2CCCCC2)cc1,-2,-8,-19,-4,-8,-3,13,-7,2
O=C(CCS(=O)(=O)c1ccc2c(c1)NC(=O)CS2)NCc1ccccc1Cl,-1,1,-8,0,-1,14,7,4,-5
COc1ccc(C2SCC(=O)N2c2ccc(OC)cc2)cc1 (stereo not drawn),-1,0,-10,-3,10,-6,19,2,0
O=C(O)COc1ccccc1/C=N/NC(=O)COc1ccc(-c2ccccc2)cc1,-4,1,-6,-3,1,-31,6,7,-1
N#CCSc1nnc(C2CCCCC2)n1-c1ccccc1,1,-1,16,9,-2,-5,12,-1,0
O=[N+]([O-])c1ccc2nc(-c3ccc(Cl)cc3)[nH]c2c1,-1,-5,75*,54*,-19,107*,-385,63*,-6
Cc1cc(C)cc(C(=O)NC(CC(N)=O)c2ccc(NCCN3CCOCC3)c([N+](=O)[O-])c2)c1 (stereo not drawn),-5,0,-2,-7,-22,13,10,-6,-1
Cc1cccc(N2CC(C(=O)Nc3nnc(SCCC4OCCO4)s3)CC2=O)c1 (stereo not drawn),0,-1,-14,-8,14,12,-6,-4,0
COc1ccc(OC)c(CN2CCC(CO)(CCOc3ccccc3)CC2)c1,-6,0,-5,2,3,-7,12,5,0
CSc1nc2nc(C)cc(-c3ccccc3)n2n1,-2,4,7,6,6,-17,-384,13,-5
O=C(NCc1ccccc1CN1CCCC1)c1cccc(S(=O)(=O)Nc2ccc(F)cc2)c1,-6,-2,18,5,15,5,15,3,-6
Cc1ccc(NC(=O)NC(=O)CN2C(=O)NC3(CCCCCCC3)C2=O)c(C)c1,12,0,22,10,4,-6,3,-3,-5

# An excerpt from above in order of count of non-hydrogen atoms, lowest first:
SMILES,HKDC1 inhibitor,SENP1 inh,SENP6 inh,SENP8 block-1,UBC13 inh,PfG6PD inh,SENP8 block-2,SENP7 block,MIN6 prolif
CSc1nc2nc(C)cc(-c3ccccc3)n2n1,-2,4,7,6,6,-17,-384,13,-5
COc1ccc(NC(=O)/C=C/c2ccccc2)cn1,-8,-6,-8,-6,8,23,3,-7,-1
N#CCSc1nnc(C2CCCCC2)n1-c1ccccc1,1,-1,16,9,-2,-5,12,-1,0
COc1ccc(C2SCC(=O)N2c2ccc(OC)cc2)cc1 (stereo not drawn),-1,0,-10,-3,10,-6,19,2,0
CCCc1nnc(SCC(=O)N2CCOCC2)n1CCCOC,-2,1,-22,-4,6,-18,6,3,0
NC(=O)C1CCN(C(=O)c2ccccc2CCc2ccccc2)CC1,1,-2,14,-2,-3,-22,18,7,0
O=C(CSc1nnc(NC(=O)C2CC2)s1)Nc1ccc2c(c1)OCCO2,-1,-1,0,-2,-6,-11,9,-6,-4
O=C(CCS(=O)(=O)c1ccc2c(c1)NC(=O)CS2)NCc1ccccc1Cl,-1,1,-8,0,-1,14,7,4,-5
COc1ccc(OC)c(CN2CCC(CO)(CCOc3ccccc3)CC2)c1,-6,0,-5,2,3,-7,12,5,0
Cc1ccc(NC(=O)NC(=O)CN2C(=O)NC3(CCCCCCC3)C2=O)c(C)c1,12,0,22,10,4,-6,3,-3,-5
O=C(O)COc1ccccc1/C=N/NC(=O)COc1ccc(-c2ccccc2)cc1,-4,1,-6,-3,1,-31,6,7,-1
O=C(NCc1ccccc1CN1CCCC1)c1cccc(S(=O)(=O)Nc2ccc(F)cc2)c1,-6,-2,18,5,15,5,15,3,-6
COc1ccc(OC2C(=O)N(CCc3ccc(OC)c(OC)c3)C2c2ccc3c(c2)OCO3)cc1 (stereo not drawn),-6,-1,-9,0,1,12,27,-4,5
CCOC(CNC(=O)C1CCN(S(=O)(=O)c2ccc3nc4c(c(C(=O)O)c3c2)CCCCC4)CC1)OCC,-5,0,-3,7,-10,-6,15,9,0
CC(=O)O[C@H]1C(=O)[C@@]2(C)[C@H]([C@H](OC(=O)c3ccccc3)[C@]3(O)C[C@H](OC(=O)[C@H](O)C(NC(=O)c4ccccc4)c4ccccc4)C(C)=C1C3(C)C)[C@]1(OC(C)=O)CO[C@@H]1C[C@@H]2O (stereo partly drawn),0,2,15,-4,-10,7,-1,-4,-3

# Later entries
SMILES,HKDC1 inhibitor,SENP1 inh,SENP6 inh,SENP8 block-1,UBC13 inh,PfG6PD inh,SENP8 block-2,SENP7 block,MIN6 prolif
CCn1c(CNc2ccc(Cl)cc2)nnc1SCC(=O)NCc1ccccc1,2,3,15,4,1,-9,20,10,-3
COC(=O)/C=C/C(=O)N1CCN(c2cccc(Cl)c2)CC1,/,/,-6,1,4,/,/,1,0
Cc1ccc(C2=[N+]([O-])C3(CCCCC3=O)N(O)C2(C)C)cc1 (stereo not drawn),0,1,21,8,4,5,8,-3,-1
CSc1nc2ccc(NC(=O)c3ccccn3)cc2s1,-4,0,78*,90*,3,6,-44,93*,-3
Cc1nn2c(-c3cccc(NC(=O)CN4CCOCC4)c3)nnc2c2ccccc12,-5,/,15,2,0,-5,/,-7,-2
Cc1cccn2c(CNCC3(c4ccccc4)CCCC3)c(C(=O)N3CCOCC3)nc12,16,-10,-5,2,4,0,-25,0,0
Cc1noc(C)c1C(=O)N1CCN(c2cccc(Cl)c2)CC1,-3,2,-11,5,3,-2,7,4,-2
O=C(CCN=C1NS(=O)(=O)c2ccccc21)OCc1c(F)c(F)c(F)c(F)c1F,-5,-1,-6,8,-9,2,-3,3,-1
Cn1c(C(=O)N2CCc3ccccc3C2)cc2c(=O)n3ccccc3nc21,4,-52,41,2,6,-7,-314,9,-3
COc1ccc(N=Nc2ccc(CO)cc2)cc1,1,2,51*,40,-9,-8,29,66*,-3
CCCCn1c(N)c(N(CCC(C)C)C(=O)c2ccc([N+](=O)[O-])o2)c(=O)[nH]c1=O,-3,-30,-4,0,-5,3,-5,-4,0
S=C(Nc1ccc(Cl)cc1)NC1CC2CCCC(C1)N2C1CC1 (stereo not drawn),-10,2,-11,1,8,15,14,0,-1
CC1(C(=O)N(CC(=O)NC2CCCC2)C2CCCC2)CC(=O)N=C2C=CC=CN21 (stereo not drawn),-8,1,-2,-7,3,9,-266,-4,1
CC(OC(=O)c1nc(Cl)ccc1Cl)C(=O)Nc1ccccc1F (stereo not drawn),-3,0,5,-1,-9,-2,11,0,-1
CCN1/C(=C\C(C)=O)Sc2ccc(OC)cc21,-3,1,10,6,-4,-3,7,3,-2
CCNc1nc(NOC)nc(OCC#N)n1,-1,3,5,3,6,-12,15,15,-1
O=C(O)CN1C(=O)c2cccc(Oc3ccc(Cl)cc3)c2C1=O,-3,0,8,-2,-6,-7,7,9,-1
OC1C=CSc2nc3ccccc3n21 (stereo not drawn),-2,1,7,2,-4,3,28,1,-2
COc1ccc(C)cc1NS(=O)(=O)c1ccc(-c2cnc(C3CC3)o2)cc1,1,2,-4,-4,9,2,14,0,-6
Cc1cccc(NC(=O)C(=O)C2C(=O)Nc3ccccc32)c1 (stereo not drawn),-3,2,3,-13,-6,-26,30,-8,-2
O=C(O)C1Oc2cc3ccccc3cc2O1,3,-6,1,10,0,11,10,-3,-5
O=[N+]([O-])c1ccc(S(=O)(=O)N2CCN(C3CCN(Cc4ccccc4)CC3)CC2)cc1,-2,1,-6,7,2,2,12,9,0
CCCCNC(=O)CN1C(=O)NC2(CCCc3ccccc32)C1=O (stereo not drawn),-2,1,-4,-9,-7,-28,0,-2,-3
CC1CCC(NC(=O)C2CCN(C(=O)Nc3ccccc3)CC2)CC1 (stereo not drawn),-8,1,-4,5,7,-10,15,1,-1
Cc1ccccc1NC(=O)N1CCN(c2ncccn2)CC1,-6,1,0,-9,-1,19,5,2,-2
# Further records.
SMILES,HKDC1 inhibitor,SENP1 inh,SENP6 inh,SENP8 block-1,UBC13 inh,PfG6PD inh,SENP8 block-2,SENP7 block,MIN6 prolif
COc1c(Cl)cnn(-c2ccc(Cl)c(Cl)c2)c1=O,-1,1,6,0,-6,2,-4,-7,-6
Cn1c(Cn2nnc3ccccc32)nnc1SCC(=O)c1ccc(F)cc1,10,2,-7,-2,-2,1,16,1,-2
COc1ccc(NC(=O)CNC(=O)Cn2c(C)cc3ccccc3c2=O)cc1OC,2,-1,-14,6,-10,-26,-56,-11,-3
Cc1ccccc1-c1noc(N)c1C#N,4,-4,-6,6,-3,-1,7,14,-2
Cc1cccc(N2CCN(c3ccc(NC(=O)/C=C\C(=O)O)cc3)CC2)c1,-3,7,-12,-7,-9,10,13,-2,-1
COc1c2c(c(CCC(=O)O)c3c1C=CC(C)(C)O3)OC(C)(C)C=C2,-7,0,/,/,/,3,13,/,/
COC(=O)c1nc2ccc(C)cn2c1F,-5,1,-1,5,0,-16,-44,-1,2
CN1CCc2c(sc(NC(=O)Cc3ccccc3)c2C(N)=O)C1,-5,-29,-20,-1,-16,-10,-65,-7,5
Cc1ccc(-n2c(C)cc(C(=O)COc3c(CO)cc(F)cc3CO)c2C)cc1C,0,5,14,-4,6,32,11,1,-6

# Entries of single compounds, looked up by structure. Values in the order: HKDC1 inhibitor | SENP1 inh | SENP6 inh | SENP8 block-1 | UBC13 inh | PfG6PD inh | SENP8 block-2 | SENP7 block | MIN6 prolif
# COc1ccc(C2SCC(=O)N2c2ccc(OC)cc2)cc1 (stereo not drawn) is listed with -1 | 0 | -10 | -3 | 10 | -6 | 19 | 2 | 0
# O=C(Nc1nnc(C2CCCCC2)s1)C1CC(=O)N(c2ccccc2)C1 (stereo not drawn) is listed with 6 | 1 | 0 | 1 | 3 | -13 | 16 | 13 | -5
